Screening results as filed in PubChem BioAssay.
STK33 inh: blocks human STK33 kinase activity | purified STK33, MBP phosphorylation, ADP-Glo luminescence | inhibition, % at 10 µM | 0.073% of 320,000 active | AID 2661;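 active means inhibition at or above 25%, using the most active replicate where run in duplicate; inactive means inhibition below 25%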
Target sequence (Q9BYT3 whole entry, looked up): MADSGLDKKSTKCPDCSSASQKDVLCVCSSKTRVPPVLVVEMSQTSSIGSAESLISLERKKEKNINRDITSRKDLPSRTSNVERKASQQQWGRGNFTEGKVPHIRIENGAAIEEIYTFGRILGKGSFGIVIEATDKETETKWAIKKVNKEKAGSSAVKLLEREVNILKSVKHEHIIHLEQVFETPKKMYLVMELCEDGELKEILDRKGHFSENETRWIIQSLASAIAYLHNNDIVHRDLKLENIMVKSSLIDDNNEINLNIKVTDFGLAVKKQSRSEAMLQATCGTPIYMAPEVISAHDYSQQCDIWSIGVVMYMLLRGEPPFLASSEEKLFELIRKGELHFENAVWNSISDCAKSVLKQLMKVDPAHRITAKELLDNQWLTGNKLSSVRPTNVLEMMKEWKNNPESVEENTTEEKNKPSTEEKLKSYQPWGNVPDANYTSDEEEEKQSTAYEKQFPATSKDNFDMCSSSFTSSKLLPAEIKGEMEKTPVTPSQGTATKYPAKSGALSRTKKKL
Kir21 inh: inhibitors of mouse Kir2.1 inward-rectifier potassium channel; B-score at 10 µM; HEK293-Kir2.1, FluxOR thallium flux fluorescence; stronger effect = lower value; 0.85% of 310,000 active; P35561; AID 1672;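 active means fluorescence ratio B-score at or below minus 3 SD of library scores, with starting-brightness B-score within 2 SD, cut at about -4.2 in these data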;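 further: channel flux triggered by added potassium and thallium sulfate stimulus; B-score of peak minus minimum fluorescence over baseline after thallium stimulus; more negative B-score means stronger Kir2.1 block with less thallium influx; some compounds called inactive have numbers as strong as hits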
Target sequence (P35561 whole entry, looked up): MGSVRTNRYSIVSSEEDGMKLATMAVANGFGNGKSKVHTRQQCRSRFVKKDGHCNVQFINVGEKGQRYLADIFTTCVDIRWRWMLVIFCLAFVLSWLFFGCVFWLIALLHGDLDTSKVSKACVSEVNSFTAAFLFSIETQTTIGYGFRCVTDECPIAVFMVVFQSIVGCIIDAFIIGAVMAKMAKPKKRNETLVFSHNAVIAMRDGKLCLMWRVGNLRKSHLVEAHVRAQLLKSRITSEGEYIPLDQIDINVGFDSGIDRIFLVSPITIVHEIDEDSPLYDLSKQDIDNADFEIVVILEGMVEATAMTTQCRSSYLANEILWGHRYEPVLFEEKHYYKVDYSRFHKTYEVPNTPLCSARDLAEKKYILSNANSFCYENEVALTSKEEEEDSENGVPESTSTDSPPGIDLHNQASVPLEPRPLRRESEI
* hit, by the source's call; x = not tested or not shown; & = joins results of further samples.

SMILES | STK33 inh | Kir21 inh
COC(=O)CCCC1=CC2=C(c3ccccc3)C(=O)C(C)(OC(=O)C3CCCC3)C(=O)C2=CN1C1CC1 (stereo not given) | -0.8 | -0.03
Cc1nn(S(=O)(=O)c2cccc([N+](=O)[O-])c2)c(C)c1Br | -2.2 | -0.11
COc1ccc(CCNC(=O)c2n[nH]c3ccccc23)cc1 | -0.5 | 0.14
S=C(Nc1ccccc1)N1N=CCC1c1ccccc1 (stereo not given) | -1.4 | 1.01
O=[N+]([O-])c1ccc(N/N=C/C=C/c2ccco2)cc1 | 0.5 | 0.48
O=C(CCNC(=O)c1ccccc1)NCc1ccccc1F | -0.9 | x
CNC(=S)NNC(=O)c1cn(C)nc1C | 0.4 | -2.04
O=C(CSc1nnc(CN2CCCCC2)n1-c1ccccc1)c1ccc2c(c1)OCO2 | -0.1 | -2.18
O=C(NCC1CCCCC1)c1cc(S(=O)(=O)N2CCCCC2)ccc1Cl | 1.4 | x
CCn1nc(CC(=O)Nc2ccc(-n3cnnn3)c(OC)c2)c2ccccc2c1=O | -0.2 | 1.49
Cc1cccc(NC(=S)NCC(c2cccnc2)N2CCOCC2)c1 (stereo not given) | -1.9 | 0.37
CCOCC(O)CNC(=O)c1ccc2nc(Cc3ccc(OC)c(OC)c3)oc2c1 (stereo not given) | 5.5 | 1.4
CC1CCC(NC(=O)Cn2c(=O)[nH]c3ccsc3c2=O)CC1 (stereo not given) | -1.0 | 1.87
CC1(C)CC(=O)C2=C(C1)Nc1ccccc1N1C(=O)c3ccccc3C21 (stereo not given) | -0.7 | 0.09
COc1ccc(OCC(=O)Nc2ccccc2OC)cc1 | 0.5 | 0.26
CCc1ccc(C(=O)NNc2cc(Cl)cc(Cl)c2)cc1 | -1.9 | 0.33
CC1(C)CC(=O)CC(C)(C)N1OC(=O)c1ccncc1 | -2.0 | 1.19
Cc1nnc(Sc2cc(NCCO)c([N+](=O)[O-])c3nonc23)s1 | x | -2.1
Cc1ccc(N2C(N)=C(C#N)C(c3cccnc3)C3=C2CCCC3=O)cc1 (stereo not given) | 0.7 | -0.52
Cc1ccccc1N(CC(=O)NCCSc1ccccn1)S(=O)(=O)c1ccccc1 | 0.4 | -0.33
CCCOc1ccc(/C(CC)=N/NC(=O)C2(C)CC2(Br)Br)cc1 (stereo not given) | -2.2 | 0.02
Cc1ccc(S(=O)(=O)N2CCC(C(=O)OCC(=O)N(C)CC(=O)Nc3ccc(F)cc3)CC2)cc1C | -1.1 | 0.49
O=C(Nc1ccccc1N1CCCC1)c1ccc2ccccc2c1 | 0.0 | 0.09
COc1ccccc1CCC(=O)N(Cc1ccccc1)c1c(N)n(Cc2ccccc2)c(=O)[nH]c1=O | 0.2 | -0.83
NC(=O)CC(NC(=O)c1ccc(Br)cc1)c1ccc(NCc2ccc(F)cc2)c([N+](=O)[O-])c1 (stereo not given) | -1.4 | 0.85
O=C(NNC(=O)C1CCCCC1)c1cnccn1 | -1.3 | 0.1
COP(=O)(/C=C/c1ccccc1)C(O)c1ccc(F)cc1 (stereo not given) | -1.6 | -2.31
Oc1ccc(C=Nc2cccc3ncccc23)c(O)c1 | 7.5 | 1.28
O=C(NCCCN1CCOCC1)C(=O)NCC1CCCO1 (stereo not given) | 0.6 | -0.2
Cc1c(C(=O)NCC2COc3ccccc3O2)oc2ccc(S(=O)(=O)N3CC(C)CC(C)C3)cc12 (stereo not given) | -0.6 | -0.28
CNS(=O)(=O)c1cc(-c2nnc(Nc3ccc(CC(N)=O)cc3)c3ccccc23)ccc1C | -1.3 | 1.06
CN(C(=O)COC(=O)c1cc(-c2ccc(Cl)s2)nc2ccccc12)C1CCS(=O)(=O)C1 (stereo not given) | -0.8 | -1.76
CC(COC(=O)c1ccccc1)(COC(=O)c1ccccc1)/[N+]([O-])=C/c1ccccc1 | -0.5 | 0.35
CC(=O)Nc1cccc(C(=O)N/N=C/c2cccnc2)c1 | 1.1 | -0.23
O=C(c1cnn2ccccc12)N1CCc2ccccc21 | 3.4 | 2.4
O=C1NC(=O)C(c2ccccc2)(c2ccccc2)N1 | -0.8&-1.2 | -0.78&0.89
CC1(C)S[C@@H]2[C@H](N=CN3CCCCCC3)C(=O)N2[C@H]1C(=O)O | -1.3 | -0.72
CCOC(=O)c1cc(-c2ccccc2)sc1NC(=O)C(C)(C)C | -1.2 | -0.63
O=C(Cn1c(=O)cnc2ccccc21)NCC(=O)Nc1ccc(F)c(F)c1 | -1.3 | 1.22
COc1ccccc1NC(=O)CSc1nc(=O)n(CCN2CCOCC2)c2c1CCC2 | 0.6 | 2.41
O=c1ccc(-c2ccc(S(=O)(=O)Nc3cccc(F)c3)o2)n[nH]1 | -1.8 | 0.59
Cc1ccc(NC(=O)c2cc(C(=O)c3cc(Cl)ccc3O)cn(-c3ccc(C)cc3)c2=O)cc1 | -0.4 | 1.37
O=C(CN1C(=O)N/C(=C\c2ccccc2OCc2ccc(C(=O)O)cc2)C1=O)Nc1ccccc1F | 0.2 | 0.32
COCCNC(=O)CN1CCOc2ccccc21 | 0.2 | -1.14
Cc1cc(Nc2ccccc2C(=O)O)nc2nc3ccccc3c(=O)n12 | -0.2 | -0.01
COc1ccc(-n2nnc3c(SCC(=O)Nc4ccc5c(c4)OCCO5)ncnc32)cc1 | -0.8 | x
COc1ccc(-c2ccc(SCC(=O)Nc3cccc(C(C)=O)c3)nn2)cc1OC | 0.8 | 1.31
CSc1cccc(NS(=O)(=O)c2ccc3c(c2)oc(=O)n3C)c1 | -0.1 | 1.13
COc1ccc(C2N(c3ccccn3)C(=O)C3CCCN32)c(OC)c1 (stereo not given) | -1.2 | 0.6
O=C1C(=O)N(CCCn2ccnc2)C(c2cccnc2)/C1=C(/O)c1ccc(F)cc1 (stereo not given) | -0.2 | 1.11
CCOC(=O)c1[nH]c2cc(OC)c(OC)cc2c1N | 0.6 | 0.17
CC(=O)Nc1cc2c(cc1C(=O)C(C)C)OCCO2 | 1.3 | 0.88
COc1cccc(-n2c(Cc3cc(=O)[nH]c(=O)[nH]3)nnc2SCC(=O)NC2CCCC2)c1 | -0.3 | x
Cc1ccc(NC(=O)N(Cc2cccs2)Cc2cc3cc4c(cc3[nH]c2=O)OCO4)cc1 | 0.2 | 0.04
Cc1cc2c3c(c1)C1(C(=O)N3C(C)(C)CC2C)C(C#N)=C(N)Oc2n[nH]c(C)c21 (stereo not given) | 0.2 | 0.86
CCOC(=O)NC(=O)c1cn(Nc2ncc(C(F)(F)F)cc2Cl)c(=O)[nH]c1=O | 0.1 | 1.32
O=C(Cn1c(=O)oc2ccc(Cl)cc21)Nc1ccon1 | 0.0 | 1.44
CCOc1cc(/C=C2\COc3ccccc3C2=O)ccc1OCC(=O)N(C)C | 3.1 | -4.35*
CCOc1ccc(-n2c(SCc3nc(-c4ccc(C)cc4)no3)nnc2-c2ccncc2)cc1 | -0.7 | -1.67
COc1cc2cc(CCCOC(=O)c3ccc(C#N)cc3)oc(=O)c2cc1OC | -1.9 | x

Compounds from the list above that have fluorine, in the order listed:
SMILES | STK33 inh | Kir21 inh
O=C(CCNC(=O)c1ccccc1)NCc1ccccc1F | -0.9 | x
Cc1ccc(S(=O)(=O)N2CCC(C(=O)OCC(=O)N(C)CC(=O)Nc3ccc(F)cc3)CC2)cc1C | -1.1 | 0.49
NC(=O)CC(NC(=O)c1ccc(Br)cc1)c1ccc(NCc2ccc(F)cc2)c([N+](=O)[O-])c1 (stereo not given) | -1.4 | 0.85
COP(=O)(/C=C/c1ccccc1)C(O)c1ccc(F)cc1 (stereo not given) | -1.6 | -2.31
O=C(Cn1c(=O)cnc2ccccc21)NCC(=O)Nc1ccc(F)c(F)c1 | -1.3 | 1.22
O=c1ccc(-c2ccc(S(=O)(=O)Nc3cccc(F)c3)o2)n[nH]1 | -1.8 | 0.59
O=C(CN1C(=O)N/C(=C\c2ccccc2OCc2ccc(C(=O)O)cc2)C1=O)Nc1ccccc1F | 0.2 | 0.32
O=C1C(=O)N(CCCn2ccnc2)C(c2cccnc2)/C1=C(/O)c1ccc(F)cc1 (stereo not given) | -0.2 | 1.11
CCOC(=O)NC(=O)c1cn(Nc2ncc(C(F)(F)F)cc2Cl)c(=O)[nH]c1=O | 0.1 | 1.32

Next section
SMILES | STK33 inh | Kir21 inh
Cc1ccc(N2CC(C(=O)NCCS(=O)(=O)N3CCN(c4ccccc4F)CC3)CC2=O)cc1 (stereo not given) | -3.2 | 0.01
CC(=O)c1c(C)[nH]c(C(=O)OCC(=O)Nc2ccc(Cl)c(S(=O)(=O)N(C)C)c2)c1C | 0.8 | 0.02
OC1CCCN(Cc2c3ccccc3cc3ccccc23)C1 (stereo not given) | 3.3 | -0.72
COc1ccc(NC(=O)Nc2ccc(O)c3ccccc23)cc1 | 0.8 | 1
CC12CCC(=O)N1C(C(=O)OCC(=O)Nc1ccc(C(F)(F)F)cc1)CS2 (stereo not given) | -1.6 | x
COc1ccc(OC)c(S(=O)(=O)Nc2cc(OC)c(Cl)cc2OC)c1 | 0.3 | -5.59*
COC(=O)CC1C(=O)NCCN1C(=O)CSc1nnnn1-c1ccc(Cl)cc1 (stereo not given) | -1.5 | -0.19
O=C(C1CC1)N1CCc2cc(S(=O)(=O)N3CCOCC3)ccc21 | -2.3 | 0.11
O=C1c2ccccc2C(=O)N1CCCCSc1nc2ccccc2o1 | 0.7 | 1.05
CC1(C)CC(=O)c2cc(NC(=O)c3ccc(F)cc3)c(=O)oc2C1 | 0.5 | 0.22
CCCSc1nc(O)c(C(c2ccc(OC)c(O)c2)c2c(O)nc(SCCC)n(C)c2=O)c(=O)n1C | -0.9 | 1.41
CC1CN(c2oc(COc3ccc(Cl)cc3Cl)nc2C#N)CC(C)O1 (stereo not given) | -0.1 | -0.91
COc1ccc(/C=C/C(=O)NCCCN2CCOCC2)cc1 | -0.6 | 0.01
Cc1ccc(C(=O)O)cc1NC(=O)CSc1ncnc2sc3c(c12)CCC3 | -1.8 | -0.01
COc1cc(/C=N/NC(=O)c2ccncc2)ccc1OC(=O)c1cccc(Br)c1 | 2.1 | -0.6
O=C(COC(=O)CNC(=O)c1ccccc1)Nc1ccc2c(c1)OCO2 | -0.7 | 0
Cc1c(C(=O)NCCSCc2c(F)cccc2Cl)cnn1-c1ccc(Cl)cc1 | -1.9 | -1.05
CN(C(=O)COC(=O)c1cc([N+](=O)[O-])ccc1N1CCCC1)C1CCS(=O)(=O)C1 (stereo not given) | 2.3 | 2.65
COc1ccccc1CNC(=O)c1ccc(N(C)S(=O)(=O)c2ccc(C)cc2)cc1 | 8.9 | 0.32
CC(C)(C)NC(=O)CSc1nc(-c2ccccc2)c(-c2ccccc2)[nH]1 | -0.3 | -1.45
Nc1cc(C(=O)OCC(=O)N2CCCC2=O)ccc1Cl | -0.7 | 0.44
O=C(N/N=C/c1cccs1)c1cc(-c2ccc3ccccc3c2)n[nH]1 | -1.5 | 0.33
Cc1ccccc1CNC(=O)C(=O)NCCC1CCCCN1S(=O)(=O)c1cccs1 (stereo not given) | x | -0.58
C#CCOC(=O)c1ccccc1C(=O)O | -1.4 | 0.02
CCn1cc(CNC(=O)c2c(-c3c(Cl)cccc3Cl)noc2C)c(C)n1 | -0.3 | 0.44
CC(Oc1ccc(-c2ccccc2)cc1)C(=O)N1CCOCC1 (stereo not given) | 0.1 | 0.04
C[C@H]1CN=C(Nc2ccccc2)N1CC1CCC1 | -0.7 | -0.43
COc1ccc(OCC(=O)Nc2ccc(NC(=O)c3cccs3)c(OC)c2)cc1 | 0.8 | 0.74
COc1ccc(CC(=O)NN2C(=O)c3ccccc3C2=O)cc1 | -0.4 | -0.71
O=C(NC1CCCC1)C1CCCN1S(=O)(=O)c1cccc2cccnc12 (stereo not given) | -0.8 | -0.78
COc1ccc(CC(=O)NNc2ncnc3c2cnn3C)cc1OC | -0.3 | 1.36
CC(C)CCNC(=O)[C@H](CSCc1ccccc1)N1Cc2ccccc2C1=O | 0.8 | 0.38
CCC(=Nc1ccccc1O)C1=C(O)CC(c2ccccc2)CC1=O (stereo not given) | -0.8 | 0.62
COc1ccc(C)cc1NC(=O)c1ccc(-c2ccc(C(C)=O)cc2)o1 | 0.1 | 0.47
COc1ccc(OC)c(NC(=O)Cn2c(C)nc3ccccc3c2=O)c1 | -0.6 | -0.77
CC(C)Oc1cccc(C(=O)Nc2ncn[nH]2)c1 | -0.8 | -0.02
COc1ccc(CC(=O)Nc2cccc3ccccc23)cc1OC | 1.2 | -0.15
O=C(Nc1ccccc1C(=O)NC(Cc1ccccc1)C(=O)NC1CCCCCC1)c1ccccc1 (stereo not given) | -0.6 | -0.37
Cn1cc(Cl)c(/C(N)=N/OC(=O)c2ccccc2C(F)(F)F)n1 | 1.2 | 3.04
CCOC(=O)CSc1ccc(-c2nc3cc(C)c(C)cc3[nH]2)cn1 | -2.6 | -0.01
CCCCC(CC)CNC(=O)CCS(=O)(=O)c1cccc2nsnc12 (stereo not given) | 1.0 | -1.64
CO/N=C(/COc1ccc(F)cc1)c1ccc(OC)cc1 | 0.3 | 0.91
CCc1cc(=O)[nH]c(SCC(=O)NCc2ccc3c(c2)OCO3)n1 | -1.3 | -1.91
CC(C)(C)c1ccc(OCC(O)CSc2ncn[nH]2)cc1 (stereo not given) | 0.7 | 0.21
CN1CCN(S(=O)(=O)c2cccc(C(=O)N3CCN(c4ccccc4)CC3)c2)CC1 | -1.1 | x

Reformatted: entries from further up
Under each structure – STK33 inh | Kir21 inh
> NC(=O)CC(NC(=O)c1ccc(Br)cc1)c1ccc(NCc2ccc(F)cc2)c([N+](=O)[O-])c1 (stereo not given)
 : -1.4 | 0.85
> O=C(NNC(=O)C1CCCCC1)c1cnccn1
 : -1.3 | 0.1
